Source: PubChem BioAssay
p53 reactivator: restores transcriptional activity of mutant p53. H1299 p53-A138V BP100-luciferase reporter, luminescence, 24 h. Potency, µM (series often up to 92.2 µM), inactives show at the highest dose activity change, positive = activation, actives largely listed as activators. 320,000 compounds, 0.063% hits; further: potency means the concentration at half of the fitted maximal effect; % of control where 0% means no effect; nearly all actives have a fitted effect of over 45% in size
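H1299 (p53-null), stable ts p53-A138V + BP100-Luc; 1000 cells/well, Opti-MEM/10% FBS; cpd 4 pt, 1:5; 24 h, 37 deg C, 5% CO2; detection reagent 10 min RT; luminescence.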
a7 integrin act: integrin-mediated muscular dystrophy alleviation activation; 350,000 compounds, 0.064% hits; alpha7betagal myoblasts, beta-gal FDG fluorescence, 48 h; Potency, µM (titrated, usually from 38.3 µM), inactives show at the highest dose activation, hits mostly activators; AID 624291;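 further: potency means the concentration at half of the fitted maximal effect; 100% = response of the positive control SU9516; nearly all actives have a fitted effect of over 60% in size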
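alpha7betagal+/- myoblasts (passage 13, 250/well) treated 48 h at 37C with compounds at 1:260 dilution of DMSO stock. Lysed, then beta-galactosidase activity read as FDG fluorescence (ex 480/em 540) after 30 min, with pre-read for autofluorescence.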
USP2a block: blocks human ubiquitin-specific protease USP2a | O75604 | USP2 core, Ub-CHOP2 coupled fluorogenic reporter, 485/531 | Potency, µM (top dose mostly 38.3 µM), without a hit: top-dose activity change, negative = inhibition, most hits filed as inhibitors | 330,000 compounds, 0.01% hits;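 further: potency means the concentration at half of the fitted maximal effect; plate controls were DMSO wells for no effect and full inhibition by NEM control for full effect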
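Deubiquitinase activity read as fluorescence (485/531 nm) after Ub-CHOP2 cleavage activates the enterokinase reporter on its substrate; USP2 core 10nM, Ub-CHOP2 and substrate 25nM each, 30min compound preincubation then 60min RT; data normalized to NEM, curves fitted.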
TRPV1 ag: agonists of human vanilloid receptor 1 (TRPV1); activation, % at 8.33 µM; 320,000 compounds, 0.19% hits; TRPV1-expressing cells, Fluo-8 calcium influx, agonist mode; Q8NER1; AID 540275; in the data active means activation above about 80%; inconclusive means between about 30% and that limit; further: 0% is about no effect
Target sequence (Q8NER1 whole entry, looked up): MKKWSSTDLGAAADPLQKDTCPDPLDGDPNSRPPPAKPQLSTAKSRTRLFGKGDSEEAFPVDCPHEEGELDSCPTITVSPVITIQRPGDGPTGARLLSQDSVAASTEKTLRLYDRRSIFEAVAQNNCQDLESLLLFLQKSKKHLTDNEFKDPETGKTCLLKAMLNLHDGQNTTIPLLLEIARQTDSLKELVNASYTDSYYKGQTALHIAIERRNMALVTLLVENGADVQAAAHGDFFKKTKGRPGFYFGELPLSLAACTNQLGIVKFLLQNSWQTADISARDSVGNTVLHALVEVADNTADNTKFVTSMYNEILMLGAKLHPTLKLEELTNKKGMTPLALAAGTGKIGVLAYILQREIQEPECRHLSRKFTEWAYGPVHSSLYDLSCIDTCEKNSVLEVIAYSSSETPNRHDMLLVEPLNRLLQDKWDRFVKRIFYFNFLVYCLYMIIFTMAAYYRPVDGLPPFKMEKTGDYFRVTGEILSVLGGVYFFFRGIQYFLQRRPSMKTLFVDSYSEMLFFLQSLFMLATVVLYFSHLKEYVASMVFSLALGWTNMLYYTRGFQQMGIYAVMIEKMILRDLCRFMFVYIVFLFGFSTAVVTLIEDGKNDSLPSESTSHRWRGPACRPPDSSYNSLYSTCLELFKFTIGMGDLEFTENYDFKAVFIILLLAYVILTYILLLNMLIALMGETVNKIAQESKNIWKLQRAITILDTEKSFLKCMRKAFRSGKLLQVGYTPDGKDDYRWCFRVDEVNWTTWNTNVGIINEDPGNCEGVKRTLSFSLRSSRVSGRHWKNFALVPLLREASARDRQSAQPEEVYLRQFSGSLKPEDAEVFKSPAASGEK
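Fluo-8 calcium influx in TRPV1-expressing cells, kinetic read (ex 480/em 520 nm). Compound added and read 3 min for agonist activity, followed by capsaicin at EC20 final and 2 min further read for enhancement.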
Eya2 inh: inhibitors of human Eya2 phosphatase activity | recombinant Eya2, OMFP fluorescence dephosphorylation (OMFP is methylfluorescein phosphate) | Potency, µM (highest dose often 76.9 µM), for the others: top-dose activity, negative = inhibition, most hits filed as inhibitors | 330,000 compounds, 0.006% hits | O00167; further: potency means the concentration at half of the fitted maximal effect; on the % scale 0 is the no-effect control and ±100 the full control effect
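Eya2 (0.2 uM) preincubated 10 min at ambient with compound, then OMFP substrate added at 50 uM; 10 min reaction in 50 mM HEPES pH 7.5, 50 mM NaCl, 5 uM MgCl2, 0.05% BSA, 1 mM DTT. Fluorescence read at Ex 485/Em 525 nm.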
ELG1 genotox: induces genotoxicity in HEK293T cells with luciferase-tagged ELG1 | 330,000 compounds, 1.3% hits | AID 504466 | HEK293T ELG1-luciferase reporter, luminescence, 16 h | Potency, µM (doses to about 46 µM), for inactives: at the top dose activity change, positive = activation, usual class: activators; further: potency means the concentration at half of the fitted maximal effect; % of control where 0% means no effect; nearly all actives have a fitted effect of over 60% in size
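Genotoxic stress is detected as increased luminescence from luciferase-tagged ELG1 in HEK293T cells, measured with ONE-Glo after a 16 hr treatment at 37 °C.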
BRCA1 expr act: increases BRCA1 expression; MCF7-BRCA1-FFLuc reporter, luminescence, 48 h; response scale: scaled: vehicle 0%, 10 µM genistein 100%; Potency, µM (titrated, usually from 46.1 µM), for the others: top-dose activation, most hits filed as activators; 380,000 compounds, 1.1% hits; further: potency means the concentration at half of the fitted maximal effect; nearly all actives have a fitted effect of over 80% in size; some results filed as inactive show a strong effect at the top dose
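Compounds are tested at multiple concentrations on MCF7 BRCA1-luciferase reporter cells seeded at 2000 per well; after 48 h, a single luminescence end-point is taken and curves fitted to the normalized data.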
uPA surface inh: cell surface uPA generation inhibition; cell surface uPA generation assay, qHTS; Potency, µM (highest dose often 38.3 µM), inactives show top-dose activity change, negative = inhibition, most hits filed as inhibitors; 330,000 compounds, 0.31% hits; AID 540303; active means well fitted inhibition curve with a large enough effect; inconclusive means small, poorly fitted or top-dose-only effect; inactive means no such curve, though single readings can be large or run the other way; tested in mouse RAW 264.7 cells; further: potency means the concentration at half of the fitted maximal effect; on the % scale 0 is the no-effect control and ±100 the full control effect; nearly all actives have a fitted effect of over 55% in size
B2AR arrestin: agonists driving beta-arrestin recruitment to human beta2-adrenergic receptor; P07550; beta-arrestin recruitment to beta2AR, cell-based reporter; Potency, µM (titrated, usually from 46.1 µM), inactives show at the top dose activation, hits mostly activators; 330,000 compounds, 0.02% hits; AID 492947;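 further: potency means the concentration at half of the fitted maximal effect; 0% = DMSO controls and full agonism = EC100 isoproterenol or metaproterenol; nearly all actives have a fitted effect of over 65% in size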
S-ASM inh: inhibitors of human secretory acid sphingomyelinase | 340,000 compounds, 0.006% hits | Potency, µM (top dose mostly 57.5 µM), inactives show top-dose activity change, negative = inhibition, usual class: inhibitors | P17405 | AID 504937 | placental ASM, HMU-PC fluorogenic substrate, 60 min; further: potency means the concentration at half of the fitted maximal effect
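Fluorogenic HMU-PC substrate (9 uM final) is turned over by placental ASM in 60 min at 37 C after a 10 min compound preincubation. Reaction ended by alkaline stop (pH 10), with fluorescence read at 386/447 nm.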
TSG101-PTAP inh: blocks PTAP/TSG101 interaction to inhibit HIV-1 budding | AID 493005 | Potency, µM (highest dose often 115 µM), for the others: at the top dose activity change, negative = inhibition, actives largely listed as inhibitors | Fluorescence polarization, FITC-PTAP peptide / Tsg101 binding | Q99816 | 340,000 tested, under 10 active; active means well fitted inhibition curve with a large enough effect in the main read-out, with a control signal flat, not every such curve was filed as active; inconclusive means small, poorly fitted or top-dose-only effect, or effect the other way, or a change in a side signal; inactive means no such curve, though single readings can be large or run the other way; further: potency means the concentration at half of the fitted maximal effect; % of control where 0% means no effect
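Steps: Tsg101 binding domain dispensed (10 uM final), compounds pinned in DMSO, FITC-labeled PTAP-motif peptide added (50 nM final); after 20 min binding at room temperature, polarization measured.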
* hit, by the source's call; ? = inconclusive; . = no result given; & = joins results of further samples; [ ] = dose if it differs, or a comment. Unless noted, the call rests on the fitted dose curve; in most records, active means well fitted curve in the direction sought with a large enough effect; inconclusive means small, poorly fitted or top-dose-only effect, or another doubt; inactive means no such curve, though single readings can be large; an effect the other way counts as inactive or inconclusive. An unsorted share of the library. About 2.6% of those tested had a hit in this group.

Screens in order – S-ASM inh	B2AR arrestin	a7 integrin act	TRPV1 ag	ELG1 genotox	BRCA1 expr act	TSG101-PTAP inh	Eya2 inh	p53 reactivator	uPA surface inh	USP2a block
> O=c1[nH]nc(Cc2ccc(-c3cccc(Cl)c3)o2)c2ccccc12
→ -18%	0.0%	-36%	1	-5%	-62%	-1%	15%	-2%	-1%	0%
> N#C/C(=C/C1=C(N2CCOCC2)C(=C/c2ccc(Cl)cc2Cl)/CC1)C(=O)Nc1ccccc1F
→ -1%	.	?	.	.	-3%	-4%	.	.	3%	.
> CCS(=O)(=O)N1CCN=C1SC(C)c1ccccc1 (configuration not stated)
→ -1%	0.1%	-9%	3	0%	-8%	-7%	-4%	-2%	4%	-2%
> O=C(O)c1cc(-c2cccnc2)nc2ccc(Br)cc12
→ 7%	-0.1%	9%	0	-1%	-7%	1%	-1%	2%	-1%	0%
> COC(=O)c1ccc(Oc2ccc(S(=O)(=O)N3CCCCC3)cc2N)cc1
→ -2%	0.2%	-5%	12	-3%	-64%	1%	10%	?	-6%	3%
> Cn1cnc2c(=O)sc3ccccc3c21
→ -1%	.	?	.	.	41%	-2%	.	.	1%	.
> Fc1ccc(CNn2cnnc2SCc2ccc(F)cc2)cc1
→ 0%	-0.3%	10%	?	-7%	2%	-5%	5%	-11%	.	3%
> N#C/C(=N\Nc1ccccc1Cl)C(=O)c1ccccc1
→ -5%	-1.1%	31%	0	-2%	-38%	0%	23%	11%	1%	-3%
> C=CCSc1nnc(NC(=O)c2nc(SCC)ncc2Cl)s1
→ -6%	-0.9%	-8%	0	-1%	7%	-7%	13%	-1%	.	5%
> N#CCC(=O)NC(=O)NCC1CC1
→ 5%	-0.3%	0%	-4	0%	-2%	-1%	0%	2%	4%	-6%
> Cc1cc(C)nc(SCC(=O)NNC(=O)c2ccccc2C)n1
→ -2%	-0.1%	10%	1	2%	-4%	0%	-16%	0%	1%	-2%
> COc1ccccc1-c1cc(C(F)(F)F)nc(S(C)(=O)=O)n1
→ 12%	-2.7%	-58%[inhibitor]	1	-26%	-109%[inhibitor]	-1%	-3%	-13%	8%	1%
> O=C(COC(=O)c1ccccn1)NCc1ccccc1Cl
→ 8%	0.0%	1%	-5	0%	7%	-1%	5%	-5%	0%	1%
> Cc1ccc(NC(=O)c2ccc(=O)[nH]n2)cc1C
→ 0%	0.2%	0%	27	?	?	-2%	-6%	10%	1%	1%
> COc1ccccc1NC=C1C(=O)OC2(CCCCC2)OC1=O
→ 1%	-0.4%	0%	?	-1%	2%	-9%	-1%	11%	.	2%
> COc1ccccc1Nc1nc(-c2cccnc2)cs1
→ -1%	-1.0%	29%	-1	10%	10µM*	-3%	-3%	.	4%	1%
> CC(C)(C)C1CCC(=NNC(=O)C(=O)NCc2ccco2)CC1 (configuration not stated)
→ 6%	-0.4%	18%	-4	-2%	-11%	3%	-27%	-2%	0%	0%
> O=C1c2ccccc2C(=O)N1CN(C(=O)COc1ccccc1)c1ccc(F)cc1
→ -1%	4.3%	21%	7	-3%	19%	-2%	6%	4%	3%	-1%
> O=C(Nc1nnc(C(F)(F)F)s1)c1c(F)cccc1F
→ -1%	0.3%	-1%	-4	-7%	11%	1%	-7%	9%	-12%	4%
> O=C(Nc1ccc2nc3n(c(=O)c2c1)CCCCC3)C(=O)N1CCN(c2ccc(F)cc2)CC1
→ -14%	-0.7%	45%	-1	-14%	3%	-2%	-6%	5%	4%	1%
> CCCNC(=S)Nc1ccc(Cl)cc1Cl
→ -1%	-0.7%	-22%	12	3%	60%	-2%	0%	25%	0%	3%
> Cc1nnsc1C(=O)N1CCCC(Nc2ccc(F)c(F)c2)C1 (configuration not stated)
→ -1%	0.0%	-4%	15	0%	5%	0%	4%	9%	7%	1%
> CCN(CC)S(=O)(=O)c1ccc(/C=C/C(=O)OCC(=O)NC(=O)C2COc3ccccc3O2)cc1 (configuration not stated)
→ -2%	2.5%	2%	.	4%	0%	1%	-21%	12%	1%	-6%
> O=C(NCCC1=CCCCC1)C1CCN(S(=O)(=O)c2ccccc2C(F)(F)F)CC1
→ 2%	0.2%	-4%	?	1%	1%	-1%	-14%	6%	1%	-1%
> CCC1CCCCN1C(=O)COC(=O)COc1ccc(Br)cc1 (configuration not stated)
→ 5%	-0.7%	-4%	.	0%	13%	-3%	1%	3%	-1%	-3%
> Cc1cc(S(=O)(=O)N(Cc2ccc(C(C)(C)C)cc2)Cc2cccs2)ccc1-n1cnnn1
→ -10%	3.3%	-13%	?	-6%	-49%	1%	-12%	6%	-2%	-9%
> COc1ccc(NC(=O)C2CCCN(S(=O)(=O)c3c(C)[nH]c(=O)[nH]c3=O)C2)cc1Cl (configuration not stated)
→ 1%	0.5%	29%	1	-3%	-14%&-3%	-5%	10%	0%	4%	3%
> CN(C)CCCN1C(=O)C(=O)/C(=C(/O)c2ccc(OCc3ccccc3)cc2)C1c1cccnc1 (configuration not stated)
→ .	0.5%	.	-1	9%	.	.	2%	0%	.	-2%
> Cc1ccc(-c2cc(C(=O)Nc3cnn(C(C)C)c3)no2)cc1
→ 0%	-0.1%	2%	1	-1%	71%	-5%	-17%	13%	0%	-1%
> COc1c(C(C)C)oc2cc3oc(=O)ccc3cc12
→ 200%[activator]	-0.3%	-23%	28	12%	-46%	-12%	2%	6%	?	0%
> O=C(CN(C(=O)CSc1nc2ccccc2o1)c1ccccc1F)NC1CCCCC1
→ -3%	-0.8%	?	?	-5%	4%	-9%	0%	14%	5%	-1%
> N#Cc1nc(-c2cccs2)oc1N1CCN(c2ccccc2)CC1
→ -4%	-0.2%	?	-3	-2%	1%	-5%	-9%	-11%	.	3%
> Cc1ccc(S(=O)(=O)N2CCOCC2)cc1C(=O)NC(=S)N(Cc1ccccc1)C(C)C
→ -2%	-2.1%	8%	0	-1%	-17%	-4%	-4%	-5%	1%	2%
> CCCc1nc(NC2CCCCC2)c(C#N)c2c1COC(C)(C)C2
→ -1%	0.1%	17%	3	1%	-1%	-3%	21%	-4%	2%	1%
> CCCc1nnc(NC(=O)C2CC(=O)N(CCc3ccc(F)cc3)C2)s1 (configuration not stated)
→ 4%	-1.2%	7%	2	3%	-6%	2%	-7%	-3%	0%	-1%
> O=C(NC1CC1)c1ccc(C2SCC(=O)N2Cc2ccccc2)cc1 (configuration not stated)
→ -1%	-0.3%	55%	10	-1%	0%	-5%	-12%	-3%	0%	-2%
> Cc1ccc(C)c(N2CCN(C(=O)C3CCN(c4nc(C)cc(C)n4)CC3)CC2)c1
→ -26%	-0.1%	?	1	-10%	-44%	-7%	-1%	2%	.	-3%
> CCOC(=O)c1c(CN(CC)CC)n(C)c2cc(Br)c(O)cc12
→ 0%	-0.6%	-3%	?	-6%	0%	-4%	3%	4%	2%	2%
> Nc1ccc2oc3ccccc3c2c1
→ -1%	-0.1%	-14%	-1	22%	3.2µM*	-1%	2%	?	-3%	2%
> Cc1ccc(SC(C)C(=O)NCc2ccc(F)cc2)cc1 (configuration not stated)
→ 4%	-0.4%	12%	?	-6%	-2%	-4%	-27%	-3%	15%	1%
> CCCn1c(SCC(=O)Nc2cccc(S(=O)(=O)N3CCCC3)c2)n[nH]c1=O
→ 4%	0.1%	5%	0	-7%	1%	-3%	-2%	1%	2%	0%
> Cc1ccc(NC(=O)OCCNC(=O)OC(C)C)cc1
→ -4%	0.0%	-12%	?	-16%	67%	-2%	15%	11%	-1%	2%
> O=C(NCc1ccco1)/C(=C/c1ccco1)NC(=O)c1ccc(Br)o1
→ -4%	-0.6%	-34%	1	-1%	-4%	-1%	-33%	10%	-18%	0%
> O=C(NCc1nnnn1-c1ccc(F)c(F)c1)c1ccc2c(c1)OCO2
→ 1%	0.3%	8%	5	3%	-5%	-3%	-16%	3%	2%	0%
> O=C(CNc1cccc2ccccc12)N/N=C/c1ccc([N+](=O)[O-])o1
→ -18%	-0.5%	-4%	-2	3%	-67%	-2%	1%	18%	?	0%
> CCOc1ncccc1C(=O)OCC(=O)NC(=O)NC(C)C
→ 7%	-0.2%	-49%	-1	-9%	-10%	-5%	1%	0%	3%	1%
> O=C(NC(N1CCOCC1)C(Cl)(Cl)Cl)c1cc([N+](=O)[O-])cc([N+](=O)[O-])c1 (configuration not stated)
→ -3%	-0.1%	-33%	1	-3%	3%	0%	-3%	10%	-2%	2%
> COc1ccc(S(=O)(=O)N(C)CC(=O)N2CCOCC2)cc1Cl
→ 5%	-0.4%	20%	5	0%	5%	-8%	-30%	-6%	1%	1%
